OX1R antag-1: OX1R (human) antagonism | O43613 | AID 485270 | OX1R-expressing cells, FRET antagonist read-out | 330,000 tested, 1.8% active | inhibition, % at 6.6 µM; in the data active = inhibition mostly above about 38%, no sharp cut-off; inactive = mostly below about 40%;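 also: 0% = agonist challenge alone and 100% = reference antagonist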
Target sequence (O43613 whole entry, looked up): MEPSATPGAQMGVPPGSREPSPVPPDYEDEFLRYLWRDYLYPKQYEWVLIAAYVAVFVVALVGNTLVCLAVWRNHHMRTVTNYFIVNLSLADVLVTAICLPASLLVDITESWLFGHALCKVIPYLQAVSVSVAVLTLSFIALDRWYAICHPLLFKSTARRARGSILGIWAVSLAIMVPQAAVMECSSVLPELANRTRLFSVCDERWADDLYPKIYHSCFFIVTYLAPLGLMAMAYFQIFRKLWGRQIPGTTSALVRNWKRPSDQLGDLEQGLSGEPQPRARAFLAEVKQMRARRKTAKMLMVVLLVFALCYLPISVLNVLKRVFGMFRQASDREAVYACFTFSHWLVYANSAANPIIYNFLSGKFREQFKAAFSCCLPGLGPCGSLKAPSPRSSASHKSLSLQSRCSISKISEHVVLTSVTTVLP
OX1R antag-2: human HCRTR1 antagonism. 330,000 tested, 0.43% active. inhibition, % at 5 µM. AID 434989. CHO/OX1R cells, Fluo-8 calcium fluorescence, orexin A. O43613;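 active = inhibition above its plate's threshold, mean inhibition of all tested compounds on the plate plus 3 SD, cut at about 37% in these data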;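 also: 0% = orexin A challenge wells and 100% = SB-334867-A antagonist wells; not every result past the cut was called active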
CHT PAM: allosteric activators of human choline transporter CHT; Q9GZV3; CHT-expressing cells, membrane potential dye, choline EC20; stronger effect = higher value; LV-AA mutant CHT in HEK293 cells; B-score at 10 µM; 310,000 tested, 0.49% active;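 active = initial fluorescence not abnormally high and integrated response B-score, plate-corrected, over 3 SD above library mean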
Target sequence (Q9GZV3 whole entry, looked up): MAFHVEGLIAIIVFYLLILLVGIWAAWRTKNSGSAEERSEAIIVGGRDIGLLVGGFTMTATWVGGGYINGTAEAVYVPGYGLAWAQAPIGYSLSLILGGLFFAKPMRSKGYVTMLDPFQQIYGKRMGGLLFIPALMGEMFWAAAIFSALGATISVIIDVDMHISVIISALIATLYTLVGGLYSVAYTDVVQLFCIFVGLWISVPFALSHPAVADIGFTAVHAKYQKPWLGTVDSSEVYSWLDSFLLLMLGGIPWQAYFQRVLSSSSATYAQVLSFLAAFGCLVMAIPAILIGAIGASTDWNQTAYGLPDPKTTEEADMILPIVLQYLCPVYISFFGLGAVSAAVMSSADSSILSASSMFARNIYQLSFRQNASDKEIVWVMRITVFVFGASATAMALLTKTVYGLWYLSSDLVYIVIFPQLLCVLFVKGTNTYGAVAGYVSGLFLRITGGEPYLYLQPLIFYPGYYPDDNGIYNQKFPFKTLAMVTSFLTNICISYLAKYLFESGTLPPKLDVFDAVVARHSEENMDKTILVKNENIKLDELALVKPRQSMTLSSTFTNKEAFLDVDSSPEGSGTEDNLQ
An asterisk follows results filed as active; i = inactive; . = no result given.

SMILES | OX1R antag-1 | OX1R antag-2 | CHT PAM
COc1cccc(CNS(=O)(=O)c2ccc(S(=O)(=O)NC3CC3)cc2)c1 | 23 | -4 | i
N#CCCNS(=O)(=O)c1ccc(C(=O)OCCCOC(=O)c2ccc(S(=O)(=O)NCCC#N)cc2)cc1 | 0 | -5 | i
COc1cc(NC(=O)c2ccnn2C)c(OC)cc1Cl | 5 | -19 | i
CC(=O)NCCc1ccc(S(=O)(=O)N2CCN(c3nc(-c4ccccc4)c(C)s3)CC2)cc1 | 5 | -14 | i
Cc1csc(NC(=O)CSc2nc3ccccc3s2)n1 | 21 | -23 | i
COc1ccc(CCN2C(=O)N(c3ccc(OC)cc3)C(=O)C2CC(=O)Nc2ccccc2)cc1 (stereo unspecified) | 11 | -24 | i
O=C(COc1ncnc2ccccc12)NCc1ccc2c(c1)OCO2 | 5 | -3 | i
N#Cc1ccccc1S(=O)(=O)N1CCN(CC(=O)NCC2(N3CCOCC3)CCCCC2)CC1 | 3 | -16 | .
CCNC(=O)CN(CCc1ccccc1)S(C)(=O)=O | 6 | -18 | i
CCC(=O)Nc1cccc(NC(=O)CSc2nnnn2Cc2ccccc2)c1 | 24 | -29 | i
CCOC(=O)C1C(=O)C=C(c2ccc([N+](=O)[O-])cc2)CC1c1ccccc1 (stereo unspecified) | 23 | -9 | i
COc1ccc(NC(=O)CSc2nnc(C3CCCCC3)n2N)cc1 | 8 | -18 | i

3 of the entries above in order of their number in OX1R antag-1, falling:
Structure | OX1R antag-1 | OX1R antag-2
COc1cccc(CNS(=O)(=O)c2ccc(S(=O)(=O)NC3CC3)cc2)c1 | 23 | -4
CCNC(=O)CN(CCc1ccccc1)S(C)(=O)=O | 6 | -18
CC(=O)NCCc1ccc(S(=O)(=O)N2CCN(c3nc(-c4ccccc4)c(C)s3)CC2)cc1 | 5 | -14

Other compounds.
SMILES | OX1R antag-1 | OX1R antag-2 | CHT PAM
CC(C)(CC(=O)O)CC(=O)Nc1cc(C(F)(F)F)cc(C(F)(F)F)c1 | 9 | -4 | i
COc1ccc(NC(=O)Cn2c(-c3ccccc3)cn(-c3ccc(C)cc3)c2=O)cc1 | 9 | -17 | i
O=C(COc1ccc(CO)cc1Cl)Nc1ccc(F)cc1 | 24 | -3 | i
CC(C)(C)c1ccc(NC(=O)NCc2ccco2)cc1 | 20 | -3 | i
CCc1nnc(NC(=O)CSc2nnc(-c3ccccc3O)n2-c2ccc(C)cc2C)s1 | 18 | -37 | i
Cc1ccc(Oc2ncnc(N)c2[N+](=O)[O-])cc1C | 36 | -12 | i
O=C(c1ccco1)N1CCN=C1SCc1ccccc1Cl | -1 | -12 | i
O=C(NC1CCCCC1)c1cc(-c2ccccc2Cl)on1 | 34 | -27 | i
COc1ccccc1NC(=O)C1CC(C)OC1=O (stereo unspecified) | 1 | -5 | i
COc1ccccc1NS(=O)(=O)c1cc(C(=O)NCCC(C)C)ccc1F | -4 | -20 | i
CC(=O)Nc1cccc(C(=O)N2CCN(S(=O)(=O)Cc3ccccc3)CC2)c1 | 3 | -4 | .
Nc1cc(C(=O)OCC(=O)NCCNC(=O)COC(=O)c2ccc(Cl)c(N)c2)ccc1Cl | 36 | -21 | i
CN(CC(=O)Nc1ccc(F)cc1)C(=O)COC(=O)/C=C/c1ccccc1[N+](=O)[O-] | 5 | -20 | .
Cc1cc(C)c(NC(=O)/C=C\C(=O)O)c([N+](=O)[O-])c1 | 28 | -7 | i
O=C(Cc1ccc(F)cc1)Nc1c(C(=O)N2CCN(c3ncccn3)CC2)oc2ccccc12 | 17 | -23 | i
Cc1nn(-c2ccccc2)c(C)c1/C=C/C(=O)OC(C)C(N)=O (stereo unspecified) | 32 | -14 | i
Cc1ccc2nc(N3C(=O)C(O)=C(C(=O)c4ccco4)C3c3ccc(O)cc3)sc2c1 (stereo unspecified) | 24 | -10 | i
COc1ccc(CNC(=O)CN2C(=O)NC(Cc3ccccc3)(c3ccccc3)C2=O)cc1OC (stereo unspecified) | 11 | -8 | .
Nc1cc(-c2cccc(Br)c2)nn1Cc1ccccc1 | 16 | 0 | i
O=C(Nc1ccc(N2CCN(C(=O)c3ccco3)CC2)cc1)c1ccco1 | 8 | -10 | i
CC1CC1C(=O)OCC(=O)NC(=O)c1ccc(C(C)(C)C)cc1 (stereo unspecified) | 10 | -22 | .
CC(=O)COC(=O)C1CCN(S(=O)(=O)c2cc([N+](=O)[O-])ccc2Cl)CC1 | 38 | -7 | i
O=C(Nc1nc(-c2cc(F)ccc2F)cs1)C1=COCCO1 | 13 | -2 | i
CC1CCCCN1S(=O)(=O)c1ccc(N(C(=O)c2cnccn2)C(C(=O)NC2CCCCC2)c2cccs2)cc1 (stereo unspecified) | 3 | -36 | i

Compounds above that have a Cl atom (six):
SMILES | OX1R antag-1 | OX1R antag-2 | CHT PAM
COc1cc(NC(=O)c2ccnn2C)c(OC)cc1Cl | 5 | -19 | i
O=C(COc1ccc(CO)cc1Cl)Nc1ccc(F)cc1 | 24 | -3 | i
O=C(c1ccco1)N1CCN=C1SCc1ccccc1Cl | -1 | -12 | i
O=C(NC1CCCCC1)c1cc(-c2ccccc2Cl)on1 | 34 | -27 | i
Nc1cc(C(=O)OCC(=O)NCCNC(=O)COC(=O)c2ccc(Cl)c(N)c2)ccc1Cl | 36 | -21 | i
CC(=O)COC(=O)C1CCN(S(=O)(=O)c2cc([N+](=O)[O-])ccc2Cl)CC1 | 38 | -7 | i

Other records
SMILES | OX1R antag-1 | OX1R antag-2 | CHT PAM
Cc1cc(C)n(CC(=O)NNC(=O)c2ccc(S(C)(=O)=O)cc2)n1 | 13 | -12 | .
O=C(/C=C/c1cccc(F)c1)NC1CCN(Cc2ccccc2)CC1 | 6 | -7 | i
COc1ccccc1NC(=O)CN1CC(=O)Nc2ccccc21 | 18 | -19 | i
Cc1cccc(C)c1NC(=O)CSc1nnc(Cn2nnc(-c3ccccc3)n2)n1-c1ccccc1 | 30 | -16 | i
Cn1c(Cc2ccccc2)nnc1SCC(=O)Nc1ccc2c(c1)OCCO2 | 6 | -2 | i
CNC(=S)N/N=C(\C)c1cccc([N+](=O)[O-])c1 | 34 | 4 | i
COc1ccccc1N1CCN(C(=O)Cc2cccs2)CC1 | 17 | -10 | i
COc1ccc(CC(=O)NC(C)c2nnc(SCCOc3ccc(OC)cc3)n2C)cc1 (stereo unspecified) | 7 | -26 | i
O=C(c1cncc(Br)c1)N1CCCc2ccccc21 | 28 | -18 | i
Cc1c2cnn(CC(=O)NCCCN3CC(C)CC(C)C3)c(=O)c2c(C)n1Cc1ccccc1Cl (stereo unspecified) | 14 | -4 | i
CCC(C)N1CNc2c(c(=O)[nH]c(=S)n2-c2cccc(C)c2)C1 (stereo unspecified) | 18 | -16 | i
CCN(CC)S(=O)(=O)c1cc(NS(=O)(=O)c2c(Cl)cccc2Cl)ccc1C | 20 | -16 | i

Grouped by structure: those above with a cyano group.
SMILES | OX1R antag-1 | OX1R antag-2 | CHT PAM
N#CCCNS(=O)(=O)c1ccc(C(=O)OCCCOC(=O)c2ccc(S(=O)(=O)NCCC#N)cc2)cc1 | 0 | -5 | i
N#Cc1ccccc1S(=O)(=O)N1CCN(CC(=O)NCC2(N3CCOCC3)CCCCC2)CC1 | 3 | -16 | .

The list continues.
SMILES | OX1R antag-1 | OX1R antag-2 | CHT PAM
CC(=O)c1ccc(NC(=O)N2CCCC(C(=O)c3ccc4c(c3)OCO4)C2)cc1 (stereo unspecified) | 18 | -33 | i
COc1ccccc1OCC(=O)NC1CCSc2ccccc21 (stereo unspecified) | 6 | -12 | .
CCCC(=O)Nc1c2c(nn1-c1ccc([N+](=O)[O-])cc1)CS(=O)(=O)C2 | 21 | -10 | i
Cc1csc(CNc2ncnc3ccc(-c4ccc5c(c4)OCCO5)cc23)c1 | 11 | -20 | .
COCCCN(CC(=O)Nc1ccc(N2CCOCC2)cc1)S(=O)(=O)c1ccccc1 | 23 | -3 | i
CC(=O)N1CCN(S(=O)(=O)c2cccc(C(=O)NCc3ccc(F)cc3)c2)CC1 | 15 | -10 | .
CN(C(=O)COC(=O)c1cn(-c2ccccc2)nc1-c1ccccc1)C1CCS(=O)(=O)C1 (stereo unspecified) | 15 | -19 | i
Cc1ccc(NC(=O)C2CCCN(c3cnccn3)C2)c(C)c1 (stereo unspecified) | 9 | -1 | i
C=CCn1c(SCC(=O)NCC2CCCO2)nc2scc(-c3ccc(OC)cc3)c2c1=O (stereo unspecified) | 21 | -20 | i
O=C(CCSCCc1ccccn1)Nc1cc(F)ccc1F | 2 | -21 | i
COc1cc(C(=O)NCCCCc2ccccc2)cc(OC)c1OC | 24 | -21 | i
CCOCCCNC(=S)N1CCN(Cc2ccco2)CC1 | 9 | -18 | i
O=C(NNC(=O)c1cc(Cl)ccc1O)c1cccc(S(=O)(=O)N2CCOCC2)c1 | 7 | -31 | i
O=C1/C(=C/c2ccco2)SC(=S)N1CC1CCCO1 (stereo unspecified) | 9 | -18 | i
CC1=C(C)CC(C(=O)NNC(=O)c2cccc(Cl)c2)C(C(=O)O)C1 (stereo unspecified) | 8 | -13 | i
Cc1c(C(=O)NCCn2ccc3ccccc32)cccc1[N+](=O)[O-] | 36 | -20 | i
COc1ccc(COCC(O)CN2CCCC(C(F)(F)F)C2)cc1 (stereo unspecified) | 45 | -15 | i
O=C(CC(C(=O)O)P(=O)(c1ccccc1)c1ccccc1)c1ccccc1 (stereo unspecified) | 18 | 2 | i
Cc1[nH]nc2nc(SCC(=O)NCCC3=CCCCC3)n(-c3ccc(Br)cc3)c(=N)c12 | 17 | -12 | i
CN(c1ccccc1)S(=O)(=O)c1cc(C(=O)Nc2nc3ccccc3[nH]2)ccc1Cl | 26 | 6 | i
CC(=O)NCCc1cnc[nH]1 | 10 | -3 | i
CCOC(=O)C1CCN(C(=O)c2cccc(S(=O)(=O)NCc3ccccc3)c2)CC1 | 11 | -22 | .
COc1ccc(-n2c(C)cc(C(=O)Cn3nnc4ccccc4c3=O)c2C)cc1 | 19 | -38 | i
CSCCC(NC(=O)c1ccco1)C(=O)N1CC(C)OC(C)C1 (stereo unspecified) | 4 | -6 | .
CCc1ccc(CNC(=O)C2CC(=O)N(C3CCCC3)C2)cc1 (stereo unspecified) | 11 | -24 | i
O=C(O)c1c[nH]c2c(C(F)(F)F)cccc2c1=O | 12 | 9 | i
Cc1c(F)cccc1NS(=O)(=O)c1ccc2c(c1)c(=O)n(C)c(=O)n2C | 3 | -30 | i
CCN(CC)S(=O)(=O)c1ccc(NC(=O)c2cccc3c2C(=O)N(CCOC)C3)cc1 | 3 | -7 | i
CCC(C(=O)NC1CC(C)(C)NC(C)(C)C1)c1ccccc1 (stereo unspecified) | -7 | -15 | i
CCc1cc2c(NCc3ccccc3)nc(C)nc2s1 | 36 | -14 | i
O=C(N/N=C/c1ccc([N+](=O)[O-])o1)c1ccc(NS(=O)(=O)c2cccs2)cc1 | 45* | 13 | i
CCn1cc([N+](=O)[O-])c(C(=O)Nc2c(C)nn(Cc3cccc(F)c3)c2C)n1 | -2 | -9 | i
CCCCN(C(=O)c1cccc(S(=O)(=O)N2CCN(C)CC2)c1)c1c(N)n(CCCC)c(=O)[nH]c1=O | 13 | -8 | i
ONC(=Nc1ccc(Cl)cc1)c1ccccc1Cl | 2 | 3 | i
COC(=O)c1c(-c2ccc(OC)cc2)oc2ccccc12 | 48 | -75 | i
CC(OC(=O)c1ccc(NC(=O)CC#N)cc1)C(=O)NC(=O)NC1CCCCC1 (stereo unspecified) | 26 | -11 | i
CCC(Sc1nc2ccccc2s1)C(=O)Nc1cc(C)on1 (stereo unspecified) | 39 | 11 | i
CCCCNC(=O)CCCCCn1c(=O)[nH]c2cc(OC)c(OC)cc2c1=O | 3 | -8 | i
COc1ccc(CCNC(=O)CN2CCC(C(N)=O)CC2)cc1 | 4 | -1 | i
Cc1ccc(NC(=O)CSc2nnc3ccc(-c4cccnc4)nn23)cc1 | 39 | -19 | i
O=C1C2C3C=CC(C3)C2C(=O)N1c1cccc2ccccc12 (stereo unspecified) | 3 | -22 | i
Cc1ccccc1N1CC(C(=O)O)CC1=O (stereo unspecified) | 5 | -27 | i
O=C(N/N=C/c1ccc(N2CCOCC2)o1)c1cccc(F)c1 | 20 | -3 | i
COc1ccc(CCNC(=O)CCCn2c(SCC(N)=O)nc3cc4c(cc3c2=O)OCO4)cc1OC | 16 | -6 | i
Cc1ccc(-c2ccc(CCC(=O)O)n2NC(=O)c2ccco2)cc1 | 8 | 0 | i
Cc1cc(C(=O)Cn2cncn2)c(C)n1CCc1ccc(F)cc1 | 27 | -12 | i
Cc1ccc(NC(=O)Nc2cc(Cl)ccc2C2COC(=O)C2=N)cc1 (stereo unspecified) | 9 | 3 | i
Cc1c(Cl)c([N+](=O)[O-])nn1CCCC(=O)Nc1cccc(O)c1 | 15 | -31 | i
CCOP(=O)(OCC)C(Nc1ccc(F)cc1)c1ccccc1 (stereo unspecified) | 13 | -19 | i
Cc1ccc(NC(=O)CSc2nnc(-c3ccco3)o2)cc1 | 99* | -13 | i
Cc1cccc(N2CCN(S(=O)(=O)c3ccc(-c4ccc(=O)[nH]n4)o3)CC2)c1C | 29 | -4 | i
COc1ccccc1-c1ccc(Nc2ccc(C(=O)N3CCOCC3)cc2)nn1 | 25 | -9 | i
CC(NC(=O)CSc1nc2sc3c(c2c(=O)n1-c1ccccc1)CCCC3)c1ccccc1 (stereo unspecified) | 20 | -17 | i
O=C(CCN1CCN(S(=O)(=O)c2ccc(Br)cc2)CC1)Nc1ccccc1F | 27 | -25 | i
CCOC(=O)N1CCC(N2C(=O)c3ccccc3C2=O)CC1 | 2 | -16 | i
Cc1ccc(N2C(=N)/C(=C3/Nc4ccccc4S3)C(c3ccccc3)C2=O)cc1 (stereo unspecified) | 11 | -9 | i
N#CCC1c2ccccc2CCN1C(=O)Nc1ccc(C(F)(F)F)cc1 (stereo unspecified) | 15 | -26 | i

Assay outcomes deposited in PubChem BioAssay by several laboratories.
